Assay outcomes: PubChem, several laboratories
UGM FP inh – M. tuberculosis UGM enzyme inhibitors, primary screen, biochemical, fluorescence polarization, single point | UDP-galactopyranose mutase (Mycobacterium tuberculosis (strain ATCC 25618 / H37Rv)), … | purified UGM, fluorescence polarization probe displacement | inhibition, % at 10 µM | 320,000 compounds, 0.06% hits | AID 504406, 2011; in the data active = inhibition above about 10%, passing the limit was not always enough; inconclusive = no clear call, values can overlap the other calls
Target sequence (P9WIQ1 whole entry, looked up): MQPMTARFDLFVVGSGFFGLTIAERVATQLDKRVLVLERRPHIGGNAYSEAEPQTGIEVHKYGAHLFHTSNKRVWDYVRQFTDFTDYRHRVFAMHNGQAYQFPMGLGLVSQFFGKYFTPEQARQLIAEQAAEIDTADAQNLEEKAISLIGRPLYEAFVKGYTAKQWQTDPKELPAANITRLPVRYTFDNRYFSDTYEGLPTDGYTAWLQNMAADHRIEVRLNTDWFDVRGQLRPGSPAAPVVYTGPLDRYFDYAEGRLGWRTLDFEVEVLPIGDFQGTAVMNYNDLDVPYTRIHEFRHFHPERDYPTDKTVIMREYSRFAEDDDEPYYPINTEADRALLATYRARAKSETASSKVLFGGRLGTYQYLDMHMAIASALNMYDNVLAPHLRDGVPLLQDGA
VHR inh abs – VHR1 phosphatase inhibitors, primary screen, biochemical, absorbance, uHTS. 290,000 compounds, 0.52% hits. inhibition, % at 13.3 µM. recombinant VHR phosphatase, pNPP absorbance. Dual specificity protein phosphatase 3 (Homo sapiens), P51452; in the data active = inhibition above about 50%; note: some compounds called inactive have numbers as strong as hits
Target sequence (P51452 whole entry, looked up): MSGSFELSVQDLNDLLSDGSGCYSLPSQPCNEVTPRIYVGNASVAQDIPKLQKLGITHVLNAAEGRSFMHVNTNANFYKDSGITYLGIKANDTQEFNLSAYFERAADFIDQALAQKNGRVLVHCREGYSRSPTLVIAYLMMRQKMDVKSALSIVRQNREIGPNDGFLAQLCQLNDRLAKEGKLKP
MazEF act – activators of E. coli MazEF toxin-antitoxin RNase, primary screen, biochemical, fluorescence, uHTS; 350,000 compounds, 0.32% hits; activation, % at 20 µM; AID 504720, 2011; Endoribonuclease toxin MazF (Escherichia coli (strain K12)), P0AE70; FAM/BHQ RNA-DNA oligo cleavage fluorescence, 5 h; in the data active = activation above about 50%
Target sequence (P0AE70 whole entry, looked up): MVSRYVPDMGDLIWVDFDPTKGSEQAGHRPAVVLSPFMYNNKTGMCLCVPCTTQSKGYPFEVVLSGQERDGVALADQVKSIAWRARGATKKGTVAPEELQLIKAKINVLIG
CCHF vOTU inh – CCHFV vOTU protease inhibitors, primary screen, biochemical, Pep-AMC substrate, fluorescence. Crimean-Congo hemorrhagic fever virus L polyprotein viral ovarian tumor (vOTU) protease …. inhibition, % at 11.5 µM. 370,000 compounds, 0.55% hits. AID 651958, 2012; note: 0% = vehicle wells with enzyme and 100% = no enzyme wells
GDH-TPI inh – GDH-TPI coupling enzyme inhibitors, primary screen, artefact control for M. tuberculosis FBA inhibitor project, biochemical, absorbance, full deck. GDH-TPI coupled enzyme counterscreen, NADH absorbance. inhibition, % at 4.8 µM. 360,000 compounds, 1.2% hits. AID 588335, 2011;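 note: 0% = DMSO wells and 100% = wells lacking the enzyme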
BoNT-F LC inh – BoNT/F light chain protease inhibitors, primary screen, biochemical, flow cytometry, MLPCN library; Botulinum neurotoxin type F light chain protease (Clostridium botulinum); Multiplex microsphere protease cleavage assay; inhibition, % at 10 µM; 360,000 compounds, 0.22% hits; in the data active = inhibition above about 35%, passing the limit was not always enough; inconclusive = no clear call, values can overlap the other calls; note: plate controls were buffer without enzyme for full effect and enzyme alone for no effect
Mtb FBA inh – Mtb FBA enzyme inhibitors, primary screen, biochemical, fluorescence, strain H37Rv; Fructose-bisphosphate aldolase (Mycobacterium tuberculosis (strain ATCC 25618 / H37Rv)), …; purified M. tuberculosis FBA, fluorescence read-out; inhibition, % at 1 µM; 360,000 compounds, 2.3% hits; in the data active = inhibition above about 27%;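 note: 0% = vehicle and 100% = reference inhibitor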
Target sequence (P9WQA3 whole entry, looked up): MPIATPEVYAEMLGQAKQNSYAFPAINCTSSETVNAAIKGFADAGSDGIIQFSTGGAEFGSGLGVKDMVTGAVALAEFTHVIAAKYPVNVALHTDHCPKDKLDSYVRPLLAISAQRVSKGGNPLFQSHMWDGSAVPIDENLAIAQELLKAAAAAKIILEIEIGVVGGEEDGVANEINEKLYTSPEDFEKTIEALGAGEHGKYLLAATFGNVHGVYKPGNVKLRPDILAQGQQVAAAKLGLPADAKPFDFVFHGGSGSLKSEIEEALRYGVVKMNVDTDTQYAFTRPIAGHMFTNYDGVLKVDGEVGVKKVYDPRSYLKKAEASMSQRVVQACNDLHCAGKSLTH
BioA inh – M. tuberculosis BioA enzyme inhibitors, primary screen, biochemical, plate reader, single point, HTS; 7,8-diaminopelargonic acid synthase BioA (Mycobacterium tuberculosis); purified M. tuberculosis BioA enzyme; inhibition, % at 9.99 µM; 360,000 compounds, 0.096% hits; AID 602481, 2012; in the data active = inhibition above about 40%; inconclusive = no clear call, values can overlap the other calls
Rv3671c protease – Rv3671c serine protease inhibitors, primary screen, biochemical, fluorescence polarization, M. tuberculosis H37Rv | P9WHR9 | AID 2606, 2010 | 320,000 compounds, 0.048% hits | inhibition, % at 5.96 µM; in the data active = inhibition above about 38%;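 note: extracellular domain of Rv3671c used as enzyme; 0% = enzyme with DMSO and 100% = no enzyme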
FadD28 binding – inhibitors of FadD28 bisubstrate probe binding, primary screen, biochemical, fluorescence polarization, single point. 360,000 compounds, 0.22% hits. Mycobacterium tuberculosis FadD28 fatty-acid-AMP ligase. inhibition, % at 12.5 µM; in the data active = inhibition above about 8.5%, passing the limit was not always enough; inconclusive = no clear call, values can overlap the other calls
* = called active by the depositor; ? = inconclusive; . = no result given. Cut-off read from the data, not from the text of the source, unless noted: active = inhibition above about 30%; inactive = the rest.

SMILES	UGM FP inh	VHR inh abs	MazEF act	CCHF vOTU inh	GDH-TPI inh	BoNT-F LC inh	Mtb FBA inh	BioA inh	Rv3671c protease	FadD28 binding
c1ccc(CN2CCN(c3nc(-c4ccccc4)nc(-n4ccnc4)n3)CC2)cc1	-1.9	29	-2	.	2	-23	4	-1.7	-31	-2.2
Cc1nn(Cc2ccc(C(=O)NN)cc2)c(C)c1Cl	-0.3	9	6	0	-2	?	-4	.	-7	-2.0
CCNc1nc(NCC)nc(OCCOC(=O)Nc2ccccc2)n1	1.1	-8	6	-3	-3	-9	4	1.2	-2	-0.8
CCC(Cc1ccccc1)NC(=O)C1=C(C)C(=O)OC12CCC(C)CC2 (centres undefined)	0.4	12	-5	-16	-1	8	0	-0.6	6	-2.2
COc1ccc(S(=O)(=O)N2CCC(C(=O)NCc3ccncc3)CC2)cc1Cl	3.4	-3	5	21	-4	4	-2	-0.2	-5	0.6
O=C(NCc1ccc(F)cc1)c1cc(C2CCCCN2S(=O)(=O)c2cccs2)on1 (centres undefined)	.	.	.	8	12	-6	-2	-1.0	.	-0.3
O=C(O)c1ccccc1C(=O)NCc1cccnc1	-0.1	32	0	16	-4	2	1	-1.1	4	-4.5
Cc1nn(Cc2ccccc2)c2c1C(c1ccncc1)C(C#N)=C(N)O2 (centres undefined)	4.8	3	-1	3	-2	-3	0	.	-6	-0.3
Cc1nc(C(=O)O)cc2c1[nH]c1ccccc12	-0.8	.	-12	-134	15	-18	85*	-1.3	2	-0.6
CCCc1nc2sc3c(c2c(=O)n1N)CCC3	-0.8	9	-5	-9	1	6	-4	-2.4	-2	0.1

Laid out differently: results already given.
Sequence of screens – UGM FP inh	VHR inh abs	MazEF act	CCHF vOTU inh	GDH-TPI inh	BoNT-F LC inh	Mtb FBA inh	BioA inh	Rv3671c protease	FadD28 binding
> c1ccc(CN2CCN(c3nc(-c4ccccc4)nc(-n4ccnc4)n3)CC2)cc1
  -1.9	29	-2	.	2	-23	4	-1.7	-31	-2.2
> Cc1nn(Cc2ccc(C(=O)NN)cc2)c(C)c1Cl
  -0.3	9	6	0	-2	?	-4	.	-7	-2.0
> CCNc1nc(NCC)nc(OCCOC(=O)Nc2ccccc2)n1
  1.1	-8	6	-3	-3	-9	4	1.2	-2	-0.8
> CCC(Cc1ccccc1)NC(=O)C1=C(C)C(=O)OC12CCC(C)CC2 (centres undefined)
  0.4	12	-5	-16	-1	8	0	-0.6	6	-2.2
> COc1ccc(S(=O)(=O)N2CCC(C(=O)NCc3ccncc3)CC2)cc1Cl
  3.4	-3	5	21	-4	4	-2	-0.2	-5	0.6

Continued.
SMILES	UGM FP inh	VHR inh abs	MazEF act	CCHF vOTU inh	GDH-TPI inh	BoNT-F LC inh	Mtb FBA inh	BioA inh	Rv3671c protease	FadD28 binding
COc1ccc(C2c3ccc4ccccc4c3Oc3ncn(CCN(C)C)c(=N)c32)cc1 (centres undefined)	-0.7	.	18	3	1	11	2	0.4	-6	-14
Cc1ccc(C(=O)Nc2ccc(S(=O)(=O)N3CCN(C)CC3)cc2)o1	-0.6	8	0	.	5	-7	2	-1.4	-8	-0.3
CCOc1ccc(OCC(=O)OC(C)C(=O)NC2CCCC2)cc1 (centres undefined)	-1.6	.	3	-14	0	3	2	-0.4	6	-0.6
CN(C(=O)Nc1cnc2ccccc2c1)c1ccccc1	-0.6	22	5	-14	11	-5	20	1.1	2	-2.6
CC(C)(C)C(=O)OC/C(N)=N/OC(=O)c1ccc(Cl)c(Cl)c1	0.8	22	2	-5	4	-10	4	-2.6	6	-0.2
CCC1Cc2[nH]c(=S)[nH]c(=O)c2C(c2ccc(Cl)cc2)O1 (centres undefined)	.	.	.	14	.	3	2	0.3	.	-3.1
CCOc1ccccc1Nc1ncnc2ccccc12	0.5	2	2	9	7	3	189*	1.4	-3	-2.3
CN1CC=C(/C=C/c2ccc(-c3ccccc3)cc2)CC1	-0.9	-18	11	.	.	.	.	.	6	.
O=c1[nH][nH]cc1C=Nc1ccccc1O	-3.3	20	-5	6	25	15	-4	.	0	-2.9
COc1c(F)c(F)c(C(=O)O)c(Nc2ccccc2)c1F	1.9	41	-1	-13	-3	5	-1	-1.8	1	-3.6
O=C(CS(=O)(=O)Cc1ccccc1)Nc1cccnc1	1.7	-5	1	-5	3	-7	2	2.3	-1	-1.9
COc1ccc(NC(=O)Nc2nnc(-c3ccccc3F)s2)cc1	-1.2	9	-4	10	-4	-6	-2	.	2	-1.9
Cc1csc(NC(=O)c2cccn2C)n1	0.4	11	6	10	6	4	-1	-1.0	4	-1.3
O=C(COC(=O)C1COc2ccccc2O1)NC1CCS(=O)(=O)C1 (centres undefined)	3.9	-1	7	7	0	-21	-4	-0.4	0	-0.3
CCOc1ccc(NC(=O)C/C(C)=N/NC(=O)Cc2ccc(Cl)cc2)cc1	0.3	12	1	19	10	5	-6	0.5	0	-5.4
N#Cc1ccc(OCC(=O)Nc2ccc3[nH]c(=O)[nH]c3c2)cc1	2.7	.	-3	13	4	-5	0	-1.4	3	-0.6
COc1ccc(NC(C)=O)cc1S(=O)(=O)Nc1ccc2c(c1)OCCO2	0.4	9	1	7	-6	0	-7	.	-8	-4.4
NS(=O)(=O)c1ccc(CNC(=O)c2ccc(Cl)cc2[N+](=O)[O-])cc1	-5.4	-8	5	8	-1	-8	2	.	-9	-1.2
COc1cnn(-c2ccccc2)c(=O)c1N(C)C	1.2	-6	-6	3	2	-2	0	0.4	3	-2.4
NC(=O)c1ccc(N2CCN(S(=O)(=O)c3cccs3)CC2)c([N+](=O)[O-])c1	-0.8	.	8	2	7	8	4	1.5	-7	-2.2
O=C(CCc1ccccc1)NCCCN1CCOCC1	-2.3	12	2	6	10	8	-6	-1.4	6	-0.7
COc1ccc(Cn2c(C)nc([N+](=O)[O-])c2SCC(=O)O)cc1[N+](=O)[O-]	-1.4	22	6	-4	12	3	2	.	-10	-1.4
COc1ccc(NC(=S)NNC(=O)c2cccnc2)cc1OC	-0.3	18	7	-6	4	2	-2	.	0	-4.7
Cc1c(Cl)c([N+](=O)[O-])nn1CC(=O)NCCCN1CCOCC1	-5.8	-3	10	18	3	-6	3	0.6	6	-0.5
Cc1nc(-c2ccc(F)cc2)c(CC(=O)N2CCN(S(=O)(=O)c3cccc(F)c3)CC2)s1	0.3	.	-4	-3	7	4	4	.	3	-1.5
c1ccc(C2CN3CCSC3=N2)cc1 (centres undefined)	0.4	18	1	-3	8	2	-1	-1.8	6	-0.8
COc1ccccc1C(=O)Nn1c(C)nc2ccccc2c1=O	-2.3	38	6	-10	9	0	0	0.6	4	-3.0
C=CCn1c(SCn2nnc3ccccc3c2=O)nnc1-c1ccc(F)cc1	-1.6	-2	-4	11	0	-2	0	11	-12	-0.6
Cc1cc(N2C(=O)C(O)=C(C(=O)c3ccco3)C2c2cccc(Oc3ccccc3)c2)no1 (centres undefined)	2.1	-1	1	22	14	1	1	0.9	4	-2.0
CCc1ccccc1NC(=O)Nc1ccc(F)cc1F	0.7	12	6	-1	7	-8	5	.	-7	0.5
CC1=C/C(=N\N=C2\NC(=O)C(CC(=O)Nc3ccccc3)S2)CC(C)(C)C1 (centres undefined)	-4.0	-8	1	14	12	-9	-1	.	6	-2.5
Cc1ccc(NC(=O)Cn2cc([N+](=O)[O-])nc2C)cc1C	2.0	1	1	-4	5	0	1	-0.9	-6	-0.3
CCC(c1nnnn1C(C)(C)CC)N(CCCO)Cc1cc2cccc(C)c2[nH]c1=O (centres undefined)	-1.6	7	-2	12	7	2	2	0.4	5	-5.8
O=C(CCCn1nnnc1CN1CCOCC1)N1CCC(c2ccc(F)cc2)C1 (centres undefined)	-0.2	-9	-28	2	1	-6	0	-0.2	-11	1.4
OCCN1CCN(CC(O)COc2ccc(Cl)cc2)CC1 (centres undefined)	-3.9	23	4	12	9	-7	-1	-0.9	-1	0.4
OCC1(Cc2ccccc2)CCCN(Cc2ccc(-c3ccco3)cc2)C1 (centres undefined)	0.9	18	-39	-7	-4	-2	3	-2.1	1	-4.2
Cn1c2ccccc2c(=O)c2c(O)cccc21	-0.8	29	6	21	2	-5	6	.	0	-2.1
Cc1ccc(S(=O)(=O)NCC(NCc2ccc(F)cc2)c2ccccc2)cc1 (centres undefined)	.	.	3	2	-6	-6	-1	-0.5	.	-4.0
CN1CC(=O)N(CC(=O)Nc2cc(Cl)cc(Cl)c2)C1=O	0.5	12	3	-6	-6	0	0	.	-8	-2.9
CCOc1ccc(Nc2ccc3nonc3c2[N+](=O)[O-])cc1	1.1	10	6	-8	12	-5	-1	-1.0	6	-0.4
Cc1cc(=O)[nH]c(SCC(=O)Nc2ccnc3ccccc23)n1	0.7	7	2	-12	11	-1	1	.	1	-1.9
Cc1ccc(NC(=O)C2CC(=O)N(Cc3ccccc3)C2)cc1S(=O)(=O)N1CCCCCC1 (centres undefined)	-6.5	13	7	7	-5	0	-3	.	2	-9.3
CCN1CCC(NC(=O)Nc2cccc(C(F)(F)F)c2)CC1	0.7	40	5	-2	0	-2	-4	.	-10	-1.5
COCCNC(=O)CCc1c(C)nc2c(c(C)nn2-c2ccc(C)c(C)c2)c1C	-1.6	.	5	11	-1	0	43*	0.4	9	-1.0
CCCn1c(N)c(C(=O)CSc2nc(C)cs2)c(=O)[nH]c1=O	2.6	-4	1	-16	11	0	2	.	-2	0.0
COc1ccc(OCCCC(=O)ON=C(N)c2ccccc2C)cc1	-2.2	.	-9	0	-7	-2	-1	-0.3	4	.
CCCCN(C)c1c(C)nc2ccc(C(=O)NCc3ccc4c(c3)OCO4)cn12	.	.	.	11	6	0	-2	0.4	.	-2.9
COc1ccc2c(c1OC)CCC2=O	-0.9	5	9	-9	3	-14	14	.	-12	-2.1
C=CCNC(=O)COC(=O)c1ccc(Cl)c(S(=O)(=O)N(Cc2ccccc2)c2ccccc2)c1	2.1	-25	-2	3	2	-4	4	.	-15	-4.1
COC(=O)c1ccc(NC(=O)Nc2ccc([N+](=O)[O-])cc2)cc1	-0.1	9	16	-2	24	-16	-1	0.2	-41	0.5

(listing goes on)
SMILES	UGM FP inh	VHR inh abs	MazEF act	CCHF vOTU inh	GDH-TPI inh	BoNT-F LC inh	Mtb FBA inh	BioA inh	Rv3671c protease	FadD28 binding
O=C(CN1CCN(C(=O)c2c(F)cccc2F)CC1)Nc1ccccc1C(F)(F)F	-2.5	-24	-3	-7	8	-10	1	-1.1	5	0.6
O=C(O)c1ccc(N2CCN(C(c3ccccc3)c3ccccc3)CC2)c([N+](=O)[O-])c1	-2.2	14	-1	3	12	-4	-2	2.5	-5	1.6
COC(=O)c1nnn(-c2nonc2N)c1CN1CCCC1	0.4	17	7	-10	1	-11	4	-0.6	1	0.5
CC(C)(C)C(=O)NCCc1nc2ccccc2n1CC(=O)c1ccc(Cl)cc1	-1.3	8	-10	0	8	-4	6	-2.1	1	0.2
CCN(CC)S(=O)(=O)c1ccc(O)c(C(=O)OCC(=O)N2c3ccccc3CC2C)c1 (centres undefined)	-1.4	23	-5	-4	3	0	15	-0.5	9	-1.7
Cc1ccccc1C1NC(=O)c2ccccc2O1 (centres undefined)	0.1	72	0	7	14	-3	5	-1.0	-1	-1.5
CCC(C)(C)NC(=O)C(c1ccc(F)cc1)N(Cc1cccs1)C(=O)c1cnccn1 (centres undefined)	-0.1	33	4	0	3	1	-2	1.0	-4	-1.3
